Bioassay records: PubChem, National Center for Advancing Translational Sciences (NCATS)
MCF10A rerep: induces DNA re-replication in MCF 10a normal breast cells. AID 624296. 350,000 tested, 2.9% active. Potency, µM (series often up to 46.1 µM), inactives show top-dose activity, positive = re-replication, most hits filed as activators. MCF 10A DNA re-replication, Hoechst nuclear intensity, 48 h; further: potency means the concentration at half of the fitted maximal effect; % of control where 0% means no effect; nearly all actives have a fitted effect of over 50% in size
Nrf2 block: blocks Nrf2 signaling. A549 ARE-Fluc reporter, luciferase luminescence, 18-24 h. Potency, µM (titrated, usually from 46 µM), inactives show top-dose activity change, negative = inhibition, hits mostly inhibitors. 360,000 tested, 2.1% active; further: potency means the concentration at half of the fitted maximal effect; on the % scale 0 is the no-effect control and ±100 the full control effect; nearly all actives have a fitted effect of over 60% in size
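Cells were seeded and rested 2 h, then exposed to compounds for 18-24 h. CellTiter-Fluor was read first as a viability measure. BugLite was added 15 min before the final luminescent read of ARE-luciferase activity in A549 cells.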
TGFb SMAD3 inh: inhibitors of TGF-b signaling. HepG2 CAGA-GFP TGF-b/SMAD3 reporter, GFP fluorescence, 18 h; TGF-beta stimulated, 500 pg/mL final. Potency, µM (doses to about 46.1 µM), for inactives: at the top dose activity, negative = inhibition, actives largely listed as inhibitors. 410,000 tested, 1.2% active; further: potency means the concentration at half of the fitted maximal effect; on the % scale 0 is the no-effect control and ±100 the full control effect; nearly all actives have a fitted effect of over 65% in size
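Inhibition of TGF-beta-driven CAGA-GFP reporter expression in HEPG2 cells is measured by cellular GFP fluorescence after 18 h stimulation with 500 pg/mL recombinant TGF-beta in 1% FBS medium at 37 degrees C.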
Nrf2 activator: activates Nrf2 signaling; AREc32 ARE-luciferase reporter (MCF7-derived line), luminescence, 24 h; Potency, µM (highest dose often 46.1 µM), without a hit: at the highest dose activation, most hits filed as activators; 410,000 tested, 0.31% active; AID 624171; further: potency means the concentration at half of the fitted maximal effect; % of control where 0% means no effect; nearly all actives have a fitted effect of over 65% in size
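ARE-driven firefly luciferase activity in AREc32 cells measured after a 24 hr compound exposure at 37 deg C, using Steady-Glo reagent and a 30 min room-temperature hold.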
IL1B secr inh: blocks inflammasome-driven IL-1 beta release; THP-1 LPS/ATP IL-1B secretion, AlphaLISA, 16 h; stronger effect = lower value; activity change, % at 57.5 µM; 360,000 tested, 4.7% active; in the data active means activity change below about -50%; inconclusive means mostly about -30% to -49%; further: on the % scale 0 is the no-effect control and ±100 the full control effect
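THP-1 cells pretreated 1 hr with compounds (up to 57.5 uM final), then stimulated with LPS (250 ng/mL final) plus ATP (1.25 mM final); secreted IL-1B measured by AlphaLISA after 16 hr, decreased signal indicating inhibition.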
A549 viability: counter-screen for Nrf2 inhibitors: cytotoxicity in A549 cells | A549 ARE-Fluc cells, CellTiter-Fluor viability, 18-24 h | Potency, µM (doses to about 46 µM), inactives show top-dose activity change, negative = cytotoxicity, most hits filed as inhibitors | 390,000 tested, 0.16% active; further: potency means the concentration at half of the fitted maximal effect; on the % scale 0 is the no-effect control and ±100 the full control effect
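Cytotoxicity counterscreen: CellTiter-Fluor fluorescence was measured in A549 ARE_Fluc cells after 18-24 h of compound exposure in a concentration series. The subsequent BugLite luminescent read reports ARE-luciferase activity.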
HepG2 tox: counter-screen for TGF-b inhibitors: cytotoxicity in HepG2 cells. HepG2 CAGA-GFP viability, ATP luminescence, 18 h. Potency, µM (doses to about 46.1 µM), for the others: top-dose activity change, negative = cytotoxicity, hits mostly cytotoxic. 410,000 tested, 0.76% active; further: potency means the concentration at half of the fitted maximal effect; some results filed as inactive show a strong effect at the top dose
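CellTiter-Glo luminescence gave cytotoxicity after 18 hours at 37 degrees C. The cells were HepG2 CAGA-GFP in 1% FBS DMEM, stimulated with 500 pg/mL TGF-beta after compound addition. %Activity was normalised to no-cell wells (complete cell-killing) and DMSO (no toxicity), and curves were fitted and classified.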
ATXN2 expr inh: reduces ATXN2 reporter expression in HEK-293 cells | HEK-293 ATXN2-luciferase reporter, luminescence, 24 h | AID 1745845 | 360,000 tested, 0.72% active | Potency, µM (highest dose often 57 µM), inactives show at the top dose activity change, negative = inhibition, actives largely listed as inhibitors; further: potency means the concentration at half of the fitted maximal effect; on the % scale 0 is the no-effect control and ±100 the full control effect; nearly all actives have a fitted effect of over 55% in size
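qHTS (up to 57 uM final) was run with 24 h compound exposure of reporter cells at 37 °C. Each well was multiplexed: SteadyGlo luminescence measured ATXN2-luciferase expression after a fluorogenic Gly-Phe-AFC viability readout (25 uM final).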
S2 tox: cell viability loss in ATXN counter-screen; S2 cells (HEK-293 line with an ATXN2-luciferase reporter) viability, CellTiter-Fluor protease fluorescence, 24 h; Potency, µM (top dose mostly 56.7 µM), usual class: cytotoxic; 400,000 tested, 0.49% active; AID 651635; further: potency means the concentration at half of the fitted maximal effect; nearly all actives have a fitted effect of over 40% in size
An asterisk follows results filed as active; i = inactive; ? = inconclusive; / = no result given; & = joins results of further samples; [ ] = another dose, or the depositor's remark. Unless noted, the call rests on the fitted dose curve; in most records, active means well fitted curve in the direction sought with a large enough effect; inconclusive means small, poorly fitted or top-dose-only effect, or another doubt; inactive means no such curve, though single readings can be large; an effect the other way counts as inactive or inconclusive.

Structure	MCF10A rerep	Nrf2 block	TGFb SMAD3 inh	Nrf2 activator	IL1B secr inh	A549 viability	HepG2 tox	ATXN2 expr inh	S2 tox
COc1ccccc1C(CNC(=O)c1cc(S(=O)(=O)N2CCOCC2)ccc1C)N1CCCC1 (stereo not given)	-8.8%	13.2%	-1.6%	0.5%	-5.7	0.7%	-6.0%	4.4%	i
COc1ccc(Nc2nc(=O)c3cc([N+](=O)[O-])ccc3s2)cc1	1.8%	-30.0%	8.0%	16.7%	27.6	-13.4%	3.98µM*	-8.9%	i
Cc1oc(-c2cccc(Cl)c2)nc1CN1CCC(C(=O)N2CCN(c3ccccc3F)CC2)CC1	19.7%	?	?	3.6%	-56.2*	29.7%	-36.4%	-22.1%	?
Cc1cccc(C(=O)Nc2ccccc2C(=O)OCc2cc(=O)n3nc(C4CC4)sc3n2)c1	/	/	-5.2%	0.0%	/	0.8%	-0.8%	15.4%	i
CCCCOc1ccc(C(=O)N(Cc2ccccc2)C2CCS(=O)(=O)C2)cc1 (stereo not given)	8.3%	-40.7%	4.6%&-6.0%	-0.7%&-0.3%	-12.9	-13.4%&4.2%	5.5%&-20.8%	0.8%&5.3%	?
CCN(CC)CCCNC(=O)C1c2ccccc2Oc2ccccc21	3.5%	1.2%	23.1%	-0.5%	-11.4	-2.7%	-3.2%	-4.3%	i
Fc1ccccc1Cc1noc(CN2CCN(c3ccc(Cl)cn3)CC2)n1	-0.1%	-5.0%	-28.2%	0.1%	24.0	5.5%	-2.1%	-33.5%	i
CC(C)(C)c1ccc(C(O)c2ncc(-c3ccccc3F)[nH]2)cc1 (stereo not given)	/	/	?	-0.5%[9.22 µM]	-8.9	/	-50.0%	-3.5%	?
CCCCN(C)C(=O)c1ccc(S(=O)(=O)N2CCOCC2)cc1	-2.2%	/	7.9%	0.1%	0.0	6.4%	-10.2%	10.7%	i
COc1ccc(NC(=O)c2ccc3c(c2)S(=O)(=O)N=C2CCCCCN23)cc1S(N)(=O)=O	-14.3%	1.8%	15.5%	-0.6%	13.4	-2.2%	7.8%	4.8%	i
COc1ccc(C(=O)C(C)[n+]2ccc(-c3nnc4n3CCCCC4)cc2)cc1 (stereo not given)	-0.3%	5.9%	-8.8%	0.2%	-6.5	-5.8%	-5.0%	13.1%	i
CN1/C(=C\C(=O)c2ccco2)c2ccccc2CC1(C)C	?	-2.2%	8.5%	10.2%	7.0	-6.5%	-20.5%	17.3%	?
OCC1CCCN1C(=S)Nc1ccccc1 (stereo not given)	1.7%	8.2%	8.1%	-0.9%	-11.3	23.2%	-10.3%	0.6%	i
COc1ccc(C2C3=C(CC(C)(C)CC3=O)Nc3c2c(=O)n(C)c(=O)n3C)cc1OC (stereo not given)	-2.3%	-12.0%	?	0.2%	11.8	-0.1%	12.6%	-1.8%	/
CCOc1ccc(CNC(=O)Cn2nc(C)c3nn(-c4ccc(Cl)cc4)c(C)c3c2=O)cc1OC	/	/	-5.8%	-1.2%	/	-12.9%	-3.6%	/	/

Structure	MCF10A rerep	Nrf2 block	TGFb SMAD3 inh	Nrf2 activator	IL1B secr inh	A549 viability	HepG2 tox	ATXN2 expr inh	S2 tox
O=C(Nc1ccccc1)N1CCC(n2c(=O)[nH]c3ccccc32)CC1	1.6%	-15.4%	-13.1%	-0.9%	-5.8	7.7%	0.6%	-2.3%	i
CC(C)(C)C1=C(C#N)C(c2cccnc2)C(C#N)=C(N)O1 (stereo not given)	3.0%	-4.6%	?	3.5%	0.5	-4.5%	-2.2%	-3.5%	i
O=C(NCC(=O)N(Cc1cccs1)C(C(=O)NC1CCCCC1)c1ccncc1)c1ccco1 (stereo not given)	?	3.1%	-1.3%	-0.2%	-15.3	-3.0%	3.3%	0.0%	?
CC(=O)c1cccc(NC(=O)C2CCN(C(=O)c3ccc([N+](=O)[O-])cc3)CC2)c1	3.4%	-5.1%	?	2.2%	20.2	-1.8%	-7.4%	/	i
CC(C)CCn1nnnc1C(c1ccc(F)cc1)N1CCC(C(N)=O)CC1 (stereo not given)	-2.8%	-9.6%	0.7%	-0.7%	?	-6.0%	4.8%	1.8%	i
Cn1cc(CN2CCCCC2C(=O)Nc2ccc(-n3cccn3)cc2)cn1 (stereo not given)	0.0%	1.5%	-4.2%	-0.2%	-22.8	1.1%	-2.2%	3.7%	i
COc1ccc(C(c2c(N)[nH]c(=S)[nH]c2=O)c2c(N)[nH]c(=S)[nH]c2=O)cc1	-1.3%	4.0%	-1.9%	0.4%	16.9	-0.1%	-0.2%	/	i
COc1cccc(CSc2nc3n(n2)C(c2cccc(F)c2)C(C(=O)Nc2ccccc2C)=C(C)N3)c1 (stereo not given)	/	/	0.8%	-0.7%	/	0.5%	3.3%	10.2%	i
O=C(NC1CC2CCC1C2)C1CCN(S(=O)(=O)c2ccc(-c3nn[nH]n3)cc2)CC1 (stereo not given)	-0.2%	12.0%	16.6%	-0.1%	-4.3	0.4%	22.8%	2.7%	i
NC(Cc1ccc(F)cc1)c1csc(Nc2ccc(S(N)(=O)=O)cc2)n1 (stereo not given)	/	/	-20.2%	0.2%	-14.6	/	-34.4%	-8.4%	i
CN1CCN(C(=S)NC(=O)/C=C/c2ccccc2Cl)CC1	5.4%	?	0.0%	0.2%	14.8	-4.3%	2.4%	35.6%	i
Cc1nc(-c2cccnc2)sc1C(=O)Nc1cccc(C(F)(F)F)c1	7.9%	?	17.3%	-0.1%	10.0	-27.5%	-31.3%	?	i
CCOC(=O)CSc1nnc(-c2cc(OC)c(OC)c(OC)c2)o1	7.1%	3.1%	14.1%	2.3%	44.3	0.5%	-6.6%	-17.8%	i
COc1ccc(/C=C/C(=O)c2cc(F)ccc2OC(=O)c2ccccc2)cc1OC	?	1.8%	8.91µM*	23.4%	?	?	-55.8%	-7.6%	?
Cc1ccc(CS(=O)Cc2ccc(C(=O)N3CCN(C4CCCCC4)CC3)o2)cc1 (stereo not given)	0.2%	-7.9%	-0.9%	-0.4%	-13.8	5.8%	-4.8%	-5.7%	i

One compound at a time, from the list above. Screens in order: MCF10A rerep | Nrf2 block | TGFb SMAD3 inh | Nrf2 activator | IL1B secr inh | A549 viability | HepG2 tox | ATXN2 expr inh | S2 tox
`Cc1ccc(CS(=O)Cc2ccc(C(=O)N3CCN(C4CCCCC4)CC3)o2)cc1` (stereo not given) is listed as 0.2% | -7.9% | -0.9% | -0.4% | -13.8 | 5.8% | -4.8% | -5.7% | i
`CC(C)(C)C1=C(C#N)C(c2cccnc2)C(C#N)=C(N)O1` (stereo not given) is listed as 3.0% | -4.6% | ? | 3.5% | 0.5 | -4.5% | -2.2% | -3.5% | i
`O=C(Nc1ccccc1)N1CCC(n2c(=O)[nH]c3ccccc32)CC1` is listed as 1.6% | -15.4% | -13.1% | -0.9% | -5.8 | 7.7% | 0.6% | -2.3% | i
`NC(Cc1ccc(F)cc1)c1csc(Nc2ccc(S(N)(=O)=O)cc2)n1` (stereo not given) is listed as / | / | -20.2% | 0.2% | -14.6 | / | -34.4% | -8.4% | i

Carrying on.
Structure	MCF10A rerep	Nrf2 block	TGFb SMAD3 inh	Nrf2 activator	IL1B secr inh	A549 viability	HepG2 tox	ATXN2 expr inh	S2 tox
O=C(COC(=O)c1cc(-c2ccccc2)nc2ccccc12)c1ccc(Br)cc1	/	-10.6%	-8.8%	0.2%	/	-0.7%	-4.5%	3.6%	i
CC1(C)CC(=O)C2=C(C1)N(Cc1cccnc1)C(=O)C2(NC(=O)c1ccc(F)cc1)C(F)(F)F (stereo not given)	2.9%	-28.1%	1.4%	0.1%	41.4	-13.4%	-2.6%	1.0%	i
CN(C)C1=NCCN1CCC1CCCC1	2.6%	0.3%	?	-0.4%	7.6	-5.2%	10.4%	1.9%	i
CC1CCN(CCCNC(=O)COc2cc(=O)n(C)c3ccccc23)CC1	13.0%	-6.0%	-2.2%	2.3%	-18.4	7.7%	-17.9%	30.5%[activator]	i
COc1cccc(-c2cnc3c(NC(C)=O)cc(-c4ccc(OC)c(OC)c4)cn23)c1	/	/	23.8%	24.6%	?	/	0.4%	-3.7%	?
CCOc1ccccc1C(=S)NC1CCCCC1	?	-1.6%	0.7%	-0.9%	5.5	-6.7%	13.3%	-2.6%	?
CCN(CC)S(=O)(=O)c1ccc(-c2csc(=Nc3cccc(C(F)(F)F)c3)n2Cc2ccc3c(c2)OCO3)cc1	/	22.2%	1.7%	4.8%	/	?	2.8%	-15.8%	i
COc1ccccc1C1=NOC(Cn2c(NCCOCCO)nc3c2c(=O)n(C)c(=O)n3C)C1 (stereo not given)	-0.5%	7.6%	-0.1%	0.1%	21.7	-0.6%	-15.6%	/	i
CC(=O)Nc1cccc(-c2cc(NC(C)=O)c3ncc(-c4ccc(C(C)=O)cc4)n3c2)c1	/	/	-3.9%	0.5%	0.0	/	3.0%	-13.0%	i
NC(=O)C1CCN(C(=O)c2cccc3ccccc23)CC1	0.3%	6.9%	18.5%	-1.0%	8.0	-3.2%	15.8%	/	?
COc1ccc(OC)c(C2C(C(=O)Nc3nc4ccccc4s3)=C(C)NC3=C2C(=O)CCC3)c1 (stereo not given)	?	-27.7%	?	13.5%	91.0	-13.1%	7.6%	6.8%	i
O=C(Cn1cc(CNC(=O)C2CCCCC2)nn1)Nc1cc(C(F)(F)F)ccc1Cl	?	3.1%&5.8%	8.7%	-0.7%	/	-2.0%&2.2%	-1.3%	10.1%	i
Cc1ccccc1NC(=O)c1ccc2c(O)c(S(=O)(=O)c3ccccc3)c(=O)[nH]c2c1	-1.3%	7.3%&16.8%	12.8%&12.3%	-0.1%&0.2%	-3.2	2.9%&-1.9%	-0.5%&0.6%	-0.6%&-3.7%	i

Hits appear at their usual frequency; about 8.8% have a hit in one of these screens.
